RGS7-Gao = modulates binding of RGS7 to human Galphao; hit rate 0.35% among 220,000; P09471; binding response (% of control), % at 10 µM; Multiplexed bead flow cytometry; actives lie on both sides; in the data active = binding response below about 49% or above about 150%; inconclusive = no clear call, values can overlap the other calls; inactive = in between;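 also: fluorescent Galphao held in activated GDP-AlF4 state binding bead-coupled RGS7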
ABCG2 block = human ABCG2 inhibition, ABCB1 as counter-screen; Q9UNQ0; IgMXP3 cells, JC-1 efflux, flow cytometry; inhibition, % at 6.6 µM; hit rate 0.1% among 190,000;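 active = inhibition above 80%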;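 also: 0% = DMSO and 100% = nicardipine control wells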
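test system = two drug-resistant human cell lines, ABCG2 and ABCB1 | amount = 3 million cells/mL final, two lines in 1:1 ratio | reagent = JC-1 transporter substrate | doses = one concentration, 6.6 µM final | incubation = 10 min at 25 °C | signal = flow cytometric JC-1 green MFI at 530 nm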
Bcl-2 Bim block = inhibitors of Bim-Bcl-2 interaction, human | inhibition, % at 10 µM | P10415 | AID 950 | Bead-based flow cytometry, Bim peptide-Bcl-2 binding | hit rate 0.06% among 190,000; in the data active = inhibition above about 40%; inconclusive = no clear call, values can overlap the other calls;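 also: 0% = no compound wells with probe peptide and 100% = reference peptide inhibitor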
Target sequence (P10415 whole entry, looked up): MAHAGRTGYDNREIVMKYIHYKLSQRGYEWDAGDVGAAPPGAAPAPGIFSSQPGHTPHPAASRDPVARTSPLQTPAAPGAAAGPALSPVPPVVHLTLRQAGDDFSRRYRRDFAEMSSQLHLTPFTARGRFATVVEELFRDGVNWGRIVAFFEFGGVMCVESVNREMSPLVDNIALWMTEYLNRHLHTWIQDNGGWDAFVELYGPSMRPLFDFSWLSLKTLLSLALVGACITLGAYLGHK
Bim-Bcl-W = human Bim-Bcl-W interaction inhibition | Q92843 | bead-based flow cytometry, Bim peptide-Bcl-W binding | inhibition, % at 10 µM | hit rate 0.02% among 190,000;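 also: 0% = bound tracer without compound and 100% = peptide blocker; higher means less fluorescent Bim peptide bound to Bcl-W beads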
Target sequence (Q92843 whole entry, looked up): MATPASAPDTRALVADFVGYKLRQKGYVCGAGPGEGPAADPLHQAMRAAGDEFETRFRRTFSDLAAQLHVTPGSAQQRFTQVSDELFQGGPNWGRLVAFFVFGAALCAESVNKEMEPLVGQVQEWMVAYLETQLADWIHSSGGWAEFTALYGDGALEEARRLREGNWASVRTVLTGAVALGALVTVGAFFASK
RGS8-Gao = modulates binding of RGS8 to human Galphao; AID 1423; multiplexed bead flow cytometry; actives lie on both sides; hit rate 0.34% among 220,000; response (percent of control binding), % at 10 µM; in the data active = response below about 60% or above about 140%; inactive = in between;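 also: Galphao activated as the GDP aluminium fluoride complex binding bead-coupled RGS8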
RGS4-Gao reg = human RGS4-Galphao interaction regulation | P09471 | Multiplexed bead flow cytometry, RGS4-Galphao binding; actives lie on both sides | binding response (% of control), % at 10 µM | hit rate 0.33% among 220,000; in the data active = binding response below about 49% or above about 150%; inactive = in between;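 also: fluorescent Galphao activated with aluminum fluoride binding bead-coupled RGS4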
Bim-Bfl-1 = disrupts Bim binding to human Bfl-1; Q16548; Bead-based flow cytometry, Bim-Bfl-1 binding inhibition; inhibition, % at 10 µM; hit rate 0.12% among 190,000; AID 1008;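 also: 0% = wells without compound plus tracer and 100% = blocker peptide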
ABCB1 block = human ABCB1 inhibition, ABCG2 as counter-screen | hit rate 0.067% among 190,000 | P08183 | CCRF-Adr cells, JC-1 efflux, flow cytometry | inhibition, % at 6.6 µM; in the data active = inhibition above about 40%;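 also: 0% = vehicle and 100% = reference inhibitor; higher value means more JC-1 retained so stronger ABCB1 efflux block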
GSH bead fluor = compound fluoresces at 488/530 nm on GSH beads | fluorescence (KMESF) at 10 µM | AID 1776 | hit rate 0.25% among 190,000 | GSH beads flow cytometry, compound fluorescence 488/530 nm; hits give high values; in the data active = fluorescence above about 89;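 also: glutathione beads carrying GST-tagged Bcl family fusion proteins plus one bare bead set; values are compound well signal with DMSO vehicle wells as background; inactives centre near 16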
Bcl-B Bim block = inhibitors of Bim-Bcl-B interaction, human | Q9HD36 | bead-based flow cytometry, Bim peptide-Bcl-B binding | inhibition, % at 10 µM | hit rate 0.073% among 190,000 | AID 951;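 also: 0% = tracer peptide without compound and 100% = reference inhibitor peptide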
Target sequence (Q9HD36 whole entry, looked up): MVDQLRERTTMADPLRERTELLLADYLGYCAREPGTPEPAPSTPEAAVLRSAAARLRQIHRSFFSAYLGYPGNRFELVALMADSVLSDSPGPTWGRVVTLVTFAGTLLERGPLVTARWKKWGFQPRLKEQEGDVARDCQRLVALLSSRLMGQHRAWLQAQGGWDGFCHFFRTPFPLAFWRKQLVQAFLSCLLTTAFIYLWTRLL
Bcl-XL Bim block = inhibitors of Bim-Bcl-XL interaction, human; inhibition, % at 10 µM; Bim peptide-Bcl-XL binding, bead flow cytometry, fluorescence; hit rate 0.04% among 190,000; Q07817
Target sequence (Q07817 whole entry, looked up): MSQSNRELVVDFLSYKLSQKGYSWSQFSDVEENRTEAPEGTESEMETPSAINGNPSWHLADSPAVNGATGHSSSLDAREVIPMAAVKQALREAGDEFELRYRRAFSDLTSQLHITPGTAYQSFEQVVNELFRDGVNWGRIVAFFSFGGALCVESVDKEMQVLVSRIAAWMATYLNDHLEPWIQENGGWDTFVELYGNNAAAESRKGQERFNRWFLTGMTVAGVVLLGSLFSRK
The depositor's hits bear a star; u = inconclusive. Rule as the data show it, unless noted: active = inhibition above about 40%.

Under each structure: Bim-Bfl-1	RGS7-Gao	ABCB1 block	Bcl-B Bim block	Bim-Bcl-W	Bcl-XL Bim block	ABCG2 block	RGS8-Gao	Bcl-2 Bim block	RGS4-Gao reg	GSH bead fluor
- Cc1nc2ccc3nc(NC(=O)C4COc5ccccc5O4)sc3c2s1 (configuration not stated)
→ -1	102	0.0	-10	-10	-12	-1	99	-4	100	13
- Cn1nnc(NC(=S)NC(=O)c2ccco2)n1
→ 1	105	-0.4	-2	-8	-8	-1	102	-2	102	20
- C=CCOc1c2ccc(C(=O)N(CC)c3ccc(OC)cc3)cc2nn1C
→ -7	90	0.4	-5	4	-5	5	95	-6	95	57
- O=C1CC(C(=O)Nc2nccs2)C(c2ccccc2)O1 (configuration not stated)
→ -3	104	-0.1	-5	-6	-8	5	107	-7	103	12
- Cc1cc(C)c2c(-n3cccc3)c(C(=O)NNS(=O)(=O)c3ccc(Br)cc3)sc2n1
→ -4	96	1.3	1	-3	-3	2	100	-5	95	32
- O=C(NCc1ccco1)c1ccc(=O)[nH]n1
→ -11	92	-2.1	-4	-1	-4	-3	94	-7	96	34
- COCCNC(=S)N1CCc2cc(OC)c(OC)cc2C1c1cccs1 (configuration not stated)
→ -3	104	1.5	-1	0	0	8	100	-1	101	18
- Cc1ccc2nc(C3CCN(CC(=O)Nc4ccc5c(c4)OCCO5)CC3)[nH]c2c1
→ -14	99	1.4	-6	0	0	6	104	-10	104	30
- COc1ccc(CNc2nc3ccccc3n2C)c(OC)c1
→ -7	96	0.2	-7	-4	-1	2	99	-3	98	13
- CCS(=O)(=O)CCSc1nc2ccccc2o1
→ -21	100	0.9	-10	-3	-11	5	101	-10	102	26
- COC(=O)c1cn(NC(=O)Cc2cccc(C(F)(F)F)c2)c(=O)c2ccccc12
→ -1	95	0.4	0	1	-1	0	102	1	100	10
- CC(C)CNC(=S)NC1CC2CCCC(C1)N2Cc1ccco1 (configuration not stated)
→ -2	99	0.4	-5	-1	-3	0	102	-1	105	31
- CCOc1ccc(C2=Nn3c(nnc3-c3ccccc3)SC2)cc1Cl
→ -2	99	0.7	0	0	-1	4	100	-4	97	63
- CC(=O)Nc1ccc(OCC(O)Cn2nc(C)nc2C)cc1 (configuration not stated)
→ -7	99	-2.9	-10	-3	-5	-3	97	-10	97	26
- COCCn1c(-c2ccc(OC)cc2)nc2ccccc21
→ -3	104	-1.6	-1	-1	-5	33	101	-1	103	26
- O=C(Nc1ccccc1F)Nc1ccccc1F
→ -5	106	-0.1	-4	-1	-3	19	102	0	104	10
- COC(=O)c1sc2nc(SCC(=O)N(C)c3ccccc3)n(N)c(=O)c2c1C
→ -1	88	1.3	-6	0	-1	5	93	-2	89	6
- CCSc1nnc(NC(=O)CSc2c(Cl)cccc2Cl)s1
→ 0	104	0.3	-1	2	2	2	108	1	105	24
- COc1ccc(-c2n[nH]c(C)c2-c2ccc(OC)c(OC)c2)c(O)c1
→ -4	100	0.4	-5	4	-1	8	102	-5	102	23
- Cc1ccc(SCC(=O)NC2CCS(=O)(=O)C2)cc1 (configuration not stated)
→ 0	u	-0.1	-4	0	0	-1	102	0	100	16
- COc1ccc(/C=C/C(=O)OCC(=O)Nc2ccc(Cl)cc2F)cc1S(=O)(=O)N1CCOCC1
→ -16	98	1.3	-7	-2	-4	14	99	-7	100	10
- Cc1noc2ncnc(Oc3ccc(C(C)(C)C)cc3)c12
→ -5	100	0.0	-5	-3	-2	0	99	-2	102	17
- O=C(NC1CCCCC1)c1cc2nc(-c3ccco3)cc(C(F)(F)F)n2n1
→ -5	106	0.4	-6	3	0	2	111	-2	111	18
- Cn1c(C(=O)NCc2cccnc2)cc2sccc21
→ 5	107	-0.3	0	5	2	1	109	3	106	21
- O=C(Cc1ccc(Cl)cc1)NNC(=O)c1cnccn1
→ -8	103	0.3	-5	0	-5	3	99	-3	96	13
- Cc1ccc(S(=O)(=O)N2CCC(=O)N(C(COCc3ccc(Cl)cc3Cl)Cc3ccccc3)CC2)cc1 (configuration not stated)
→ 5	94	3.7	1	1	-3	11	91	2	96	16
- CCN(CC)C(=O)c1ccc(NS(=O)(=O)c2ccccc2)cc1
→ -26	88	1.4	-8	-2	-10	7	90	-10	86	24
- COc1ccc(C(C(=O)NC2CCCCC2)N(C(=O)c2sc(C)nc2C)c2ccc(C(C)=O)cc2)cc1 (configuration not stated)
→ -7	107	0.5	-4	3	14	2	104	-1	106	56
- CCOc1ccc(-c2nnc(SCC(=O)N3CCOCC3)o2)cc1
→ -17	102	0.5	-9	-2	-13	17	100	-10	101	20
- Cc1ccc(NS(=O)(=O)c2c(C)[nH]c(=O)[nH]c2=O)cc1C
→ -13	103	0.1	-8	0	-5	0	106	-2	105	21

Next section (4 carried over from the part before).
Under each structure: Bim-Bfl-1	RGS7-Gao	ABCB1 block	Bcl-B Bim block	Bim-Bcl-W	Bcl-XL Bim block	ABCG2 block	RGS8-Gao	Bcl-2 Bim block	RGS4-Gao reg	GSH bead fluor
- CCN(CC)C(=O)c1ccc(NS(=O)(=O)c2ccccc2)cc1
→ -26	88	1.4	-8	-2	-10	7	90	-10	86	24
- COc1ccc(C(C(=O)NC2CCCCC2)N(C(=O)c2sc(C)nc2C)c2ccc(C(C)=O)cc2)cc1 (configuration not stated)
→ -7	107	0.5	-4	3	14	2	104	-1	106	56
- CCOc1ccc(-c2nnc(SCC(=O)N3CCOCC3)o2)cc1
→ -17	102	0.5	-9	-2	-13	17	100	-10	101	20
- Cc1ccc(NS(=O)(=O)c2c(C)[nH]c(=O)[nH]c2=O)cc1C
→ -13	103	0.1	-8	0	-5	0	106	-2	105	21
- Cc1occc1C(=O)Nc1ccc(OCc2ccccc2)cc1
→ -3	99	-1.1	-1	-2	0	29	100	-1	103	13
- CCO[C@@H]1OC(C(=O)N2CCN(C)CC2)=C[C@H](c2csc3ccccc23)[C@H]1CCCO
→ -4	100	0.2	-5	0	0	0	98	-2	95	19
- CN=C(c1ccccc1)c1c(C)cccc1C
→ -2	97	7.3	-10	-8	-9	-1	91	-9	96	29
- COC(=O)c1[nH]c2ccc(C)cc2c1NC(=O)CN1CCC(C)CC1
→ -1	104	-0.1	-2	-2	-1	1	122	-5	106	28
- O=C(O)COc1ccc(Nc2ccccc2)cc1
→ 0	u	0.8	-2	0	-1	6	101	2	101	12
- CCn1c2ccccc2c2cc(NC(=O)c3ccc(C)c([N+](=O)[O-])c3)ccc21
→ -2	93	-8.8	-6	-3	-5	-3	102	-4	104	12
- CC(=O)N(Cc1ccco1)c1nc(C(=O)Nc2ccc(Cl)cc2)c(C)s1
→ 2	101	-0.6	-16	-4	-7	2	102	-1	99	11
- CCCCCC(=O)NC(=S)Nc1ccc(N2CCOCC2)cc1
→ 3	104	0.0	1	-5	-6	6	105	2	102	9
- O=C(NCCCNCc1ccccc1)c1ccc(/C=N/O)nc1
→ -19	100	0.7	-5	-3	-8	7	99	-8	102	22
- Cn1nc(C(C)(C)C)cc1C(=O)O
→ -5	97	0.2	-1	0	3	-1	102	0	94	13
- CCc1cccc2c(C(=O)COC(=O)c3ccccc3)c[nH]c12
→ -1	112	-0.7	-7	-7	-7	1	119	0	113	17
- NC(=O)c1sc2cc(C(F)(F)F)cnc2c1-c1cccs1
→ -16	98	0.4	-14	0	-9	20	98	-10	99	35
- COc1ccc(N=CC2=C(O)CC(C)(C)CC2=O)cc1
→ 0	97	0.2	-3	1	0	2	100	0	100	23
- Cc1ccc(N2/C(=N/c3nc(C)cc(C)n3)NC(=O)CC2C(=O)O)cc1 (configuration not stated)
→ -6	101	0.4	-3	-1	-6	10	101	0	100	22
- O=c1c2[nH]c3ccccc3c2ncn1Cc1ccco1
→ -1	96	0.6	-2	-3	-6	3	102	-2	101	13
- COc1ccc(-n2c(SCC(=O)Nc3nccs3)nc3sc4c(c3c2=O)CCN(C)C4)cc1
→ -8	112	2.0	-6	0	-6	11	103	-4	113	14
- Cc1cc(NC(=O)/C=C/c2cccc(F)c2)n(-c2nc3ccccc3[nH]2)n1
→ -15	99	1.8	-5	-8	-5	14	100	-13	99	17
- O=C(OCC#CCSc1nnc(-c2ccccc2)o1)c1ccco1
→ -22	103	0.0	-7	-2	-8	12	103	-3	105	24
- O=C(CN1C(=O)c2cccc3cccc1c23)NCc1ccc2c(c1)OCO2
→ 3	107	0.5	0	-1	-2	1	109	-2	95	9
- C/C(=N/NC(=O)CNC(=O)COc1ccccc1)c1ccco1
→ 5	99	0.1	0	-1	-2	4	98	5	100	8
- CCOC(=O)C(Cc1ccccc1)NC(=O)Cn1nnc(-c2ccccc2)n1 (configuration not stated)
→ -2	102	1.0	-5	-5	-2	3	99	-2	100	21
- COC(=O)C1=C(C)NC(=O)C1(Nc1nccs1)C(F)(F)F (configuration not stated)
→ -23	100	0.2	-9	-3	-8	-1	101	-14	102	35

One compound at a time (already shown):
COc1ccc(/C=C/C(=O)OCC(=O)Nc2ccc(Cl)cc2F)cc1S(=O)(=O)N1CCOCC1 reads Bim-Bfl-1 = -16; RGS7-Gao = 98; ABCB1 block = 1.3; Bcl-B Bim block = -7; Bim-Bcl-W = -2; Bcl-XL Bim block = -4; ABCG2 block = 14; RGS8-Gao = 99; Bcl-2 Bim block = -7; RGS4-Gao reg = 100; GSH bead fluor = 10
Cn1nnc(NC(=S)NC(=O)c2ccco2)n1 reads Bim-Bfl-1 = 1; RGS7-Gao = 105; ABCB1 block = -0.4; Bcl-B Bim block = -2; Bim-Bcl-W = -8; Bcl-XL Bim block = -8; ABCG2 block = -1; RGS8-Gao = 102; Bcl-2 Bim block = -2; RGS4-Gao reg = 102; GSH bead fluor = 20

Another view of part of the listing above:
SMILES: NC(=O)c1sc2cc(C(F)(F)F)cnc2c1-c1cccs1
  Bim-Bfl-1 = -16	RGS7-Gao = 98	ABCB1 block = 0.4	Bcl-B Bim block = -14	Bim-Bcl-W = 0	Bcl-XL Bim block = -9	ABCG2 block = 20	RGS8-Gao = 98	Bcl-2 Bim block = -10	RGS4-Gao reg = 99	GSH bead fluor = 35
SMILES: COc1ccc(N=CC2=C(O)CC(C)(C)CC2=O)cc1
  Bim-Bfl-1 = 0	RGS7-Gao = 97	ABCB1 block = 0.2	Bcl-B Bim block = -3	Bim-Bcl-W = 1	Bcl-XL Bim block = 0	ABCG2 block = 2	RGS8-Gao = 100	Bcl-2 Bim block = 0	RGS4-Gao reg = 100	GSH bead fluor = 23
SMILES: Cc1ccc(N2/C(=N/c3nc(C)cc(C)n3)NC(=O)CC2C(=O)O)cc1 (configuration not stated)
  Bim-Bfl-1 = -6	RGS7-Gao = 101	ABCB1 block = 0.4	Bcl-B Bim block = -3	Bim-Bcl-W = -1	Bcl-XL Bim block = -6	ABCG2 block = 10	RGS8-Gao = 101	Bcl-2 Bim block = 0	RGS4-Gao reg = 100	GSH bead fluor = 22
